Compound activity: PubChem BioAssay, several laboratories
ssDAF-12 act = activates DAF-12 receptor from parasite S. stercoralis; activation, % at 6.8 µM; HEK293 ssDAF-12/GRIP1 lit1-tk-luc reporter, luminescence; % of 3 µM dafachronic acid response; 370,000 tested, 1% active; AID 652126;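 active means activation above the mean over all tested compounds plus 3 SD, cut at about 0.9% in these data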;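 further: 0% = DMSO-only wells and 100% = 3 µM delta7-dafachronic acid wells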
hgDAF12 agonist = activates the H. glycines DAF-12 receptor ligand-binding domain. HEK293 GAL4-hgDAF12 UAS-luciferase reporter, agonist luminescence; normalized to butyrate control. activation, % at 6.8 µM. 370,000 tested, 1.8% active;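 active means activation above a cutoff set at the mean of all screened compounds plus 3 SD, cut at about 10% in these data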;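 further: 0% = DMSO wells and 100% = sodium butyrate wells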
PG9 Ab binder = PG9 antibody binding by small molecule. 360,000 tested, 0.43% active. TR-FRET gp120-PG9 antibody binding. inhibition, % at 6.7 µM; in the data active means inhibition above about 8.5%
hcDAF-12 act = activators of H. contortus DAF-12 nuclear receptor; activation, % at 6.8 µM; 370,000 tested, 1.4% active; HEK293 hcDAF-12 lit1-tk-luc reporter, luminescence; 0% DMSO, 100% Δ7-dafachronic acid;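 active means activation above the mean of all tested compounds plus 3 SD, cut at about 5.5% in these data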;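 further: 100% = response to 3 µM Δ7-dafachronic acid high control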
SMARCA2 act = increases SMARCA2 function in MMTV reporter cells; MG213 cells, MMTV-luciferase reporter, dexamethasone, overnight; activation, % at 9.1 µM; 370,000 tested, 1% active; AID 652017; in the data active means activation above about 7.8%;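 further: 0% = vehicle wells and 100% = reference activator wells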
DAX1 inh-1 = blocks DAX1 repression of SF-1 activated StAR promoter; 370,000 tested, 1.1% active; AID 652010; HEK293T StAR-luciferase reporter, SF-1/DAX-1 repression relief; inhibition, % at 6.8 µM;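 active means inhibition above the mean over all tested compounds plus 3 SD, cut at about 3.6% in these data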;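 further: 0% = DAX-1 cells with DMSO and 100% = cells lacking DAX-1 with DMSO; higher inhibition means more luminescence from relief of DAX-1 repression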
FXN GAA850 act = frataxin GAA850 promoter activation; HEK293 lucGAA850 FXN promoter luciferase reporter, 24 h; percent of 10 µM SAHA response; activation, % at 6 µM; 360,000 tested, 0.56% active;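 active means activation above the average of all compounds screened plus 3 SD, cutoff fixed separately per campaign, cut at about 7.5% in these data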;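 further: 0% = DMSO wells and 100% = 10 µM SAHA wells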
ADAM10 inh = ADAM10 inhibition, QFRET primary screen | O14672 | recombinant ADAM10, EDANS/DABCYL FRET peptide cleavage, 3 h | inhibition, % at 7 µM | 370,000 tested, 0.62% active | AID 720582;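 active means inhibition above a per-campaign cutoff equal to the mean of compounds falling between control-based bounds plus 3 SD, cut at about 20% in these data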;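 further: 0% = DMSO wells while the 100% control is not disclosed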
NPR1 activator = GC-A (human) enzyme activation. 370,000 tested, 0.14% active. AID 1671463. activation, % at 10 µM. HEK293 GC-A cells, cGMP TR-FRET, EC30 ANP; 0% at EC30 ANP, 100% saturating ANP. P16066; in the data active means activation above about 40%
ADAM17 inh = ADAM17 inhibition, QFRET primary screen. recombinant ADAM17, EDANS/DABCYL FRET peptide cleavage. 370,000 tested, 0.83% active. P78536. inhibition, % at 6.95 µM;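 active means inhibition above the mean of compounds lying between control limits plus 3 SD, set per campaign, cut at about 8.5% in these data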;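 further: 0% = DMSO-only wells as the low control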
Target sequence (P78536 215-824 limits assumed): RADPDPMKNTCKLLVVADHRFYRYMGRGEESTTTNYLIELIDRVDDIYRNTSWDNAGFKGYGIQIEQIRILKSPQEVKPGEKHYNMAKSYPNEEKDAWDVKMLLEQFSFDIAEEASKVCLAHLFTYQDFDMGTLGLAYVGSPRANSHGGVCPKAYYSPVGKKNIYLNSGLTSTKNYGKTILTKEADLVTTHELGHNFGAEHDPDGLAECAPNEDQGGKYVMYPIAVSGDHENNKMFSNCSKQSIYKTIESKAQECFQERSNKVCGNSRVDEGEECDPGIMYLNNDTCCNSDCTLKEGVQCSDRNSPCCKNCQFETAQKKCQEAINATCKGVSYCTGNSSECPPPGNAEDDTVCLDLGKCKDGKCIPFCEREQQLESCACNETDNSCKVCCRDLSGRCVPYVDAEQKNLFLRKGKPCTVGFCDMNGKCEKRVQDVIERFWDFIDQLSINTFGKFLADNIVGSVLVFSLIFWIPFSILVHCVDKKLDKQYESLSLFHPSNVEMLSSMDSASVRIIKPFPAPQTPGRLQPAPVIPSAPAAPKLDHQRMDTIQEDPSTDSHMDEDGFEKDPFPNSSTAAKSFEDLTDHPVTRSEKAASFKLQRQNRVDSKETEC
DAX1 inh-2 = inhibits human nuclear receptor DAX1 | HEK293 Gal4-DAX1 luciferase reporter, luminescence | inhibition, % at 6.75 µM | 340,000 tested, 0.99% active | AID 504766;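 active means inhibition above the mean over all tested compounds plus 3 SD, cut at about 4.2% in these data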;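 further: 0% = DAX1-transfected cells with DMSO and 100% = empty-vector control cells with DMSO; inhibition shows as a rise in luminescence from relieved DAX1 repression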
Target sequence (P51843 207-470 limits assumed): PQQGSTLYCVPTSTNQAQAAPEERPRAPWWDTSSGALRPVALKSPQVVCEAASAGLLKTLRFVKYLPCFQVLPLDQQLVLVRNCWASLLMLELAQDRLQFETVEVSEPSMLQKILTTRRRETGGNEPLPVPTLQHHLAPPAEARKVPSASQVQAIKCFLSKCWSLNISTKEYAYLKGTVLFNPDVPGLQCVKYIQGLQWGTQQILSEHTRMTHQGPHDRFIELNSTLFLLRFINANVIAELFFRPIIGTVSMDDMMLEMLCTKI
* = called active by the depositor; . = not tested or not shown.

SMILES | ssDAF-12 act | hgDAF12 agonist | PG9 Ab binder | hcDAF-12 act | SMARCA2 act | DAX1 inh-1 | FXN GAA850 act | ADAM10 inh | NPR1 activator | ADAM17 inh | DAX1 inh-2
COc1ccc(Nc2nc3nonc3nc2N2CCCCC2)cc1 | -2.3 | -1.9 | -0.7 | -0.8 | -8 | -0.6 | -1.4 | 14 | 2 | 7 | 1.1
CC(C)CCN(C(=O)c1ccc(N2CCCC2=O)cc1)c1c(N)n(Cc2ccccc2)c(=O)[nH]c1=O | -0.6 | -1.1 | 0.4 | -0.7 | -2 | -0.8 | 1.4 | -4 | 2 | -4 | 1.1
COc1cccc(C(O)c2nc3ccccc3n2C)c1 (centres undefined) | -1.1 | -0.6 | 0.9 | -2.0 | -1 | -0.3 | 0.2 | -1 | -1 | -2 | -0.9
Cc1ccc(NC(=O)C(C)N2CCCC2)cc1Cl (centres undefined) | -1.0 | 0.8 | -0.6 | -0.7 | 0 | 0.0 | 2.1 | -7 | 0 | -1 | 0.4
COc1cc2nc(Cl)nc(NCCO)c2cc1OC | -1.6 | -0.5 | -1.0 | 1.0 | -3 | 0.3 | -1.2 | 1 | -2 | -7 | 1.4
O=C(COC(=O)c1ccco1)c1ccc(F)cc1 | -0.5 | 0.8 | -2.0 | 0.2 | 6 | -0.4 | 0.6 | -3 | 3 | -2 | 3.4
CCOc1cc(C(=O)Nc2ccccc2F)cc(Br)c1OCC | -1.5 | -4.2 | -2.8 | -2.1 | 2 | -0.1 | 1.2 | 7 | 5 | 4 | 0.6
O=C(Nc1cccc(S(=O)(=O)C(F)(F)F)c1)[C@H]1C[C@H](O)[C@@H](CO)O1 | -0.2 | 0.0 | 0.5 | 1.2 | 1 | -0.2 | 1.7 | -3 | -2 | -2 | .
Cc1cc(NC(=O)COC(=O)c2ccc([N+](=O)[O-])cc2Cl)no1 | -1.1 | -2.2 | 0.0 | -0.6 | -2 | 0.7 | 2.4 | 0 | 0 | 7 | 0.6
CCOC(=O)N1CCC(N2CCCC(C(=O)c3cc(C)c(OC)c(C)c3)C2)CC1 (centres undefined) | -2.0 | 0.1 | -3.5 | -0.9 | -4 | -0.2 | 0.1 | 4 | 3 | 1 | -0.5
O=C(Nc1ccc(Cl)c(Cl)c1)Nc1nccs1 | -0.7 | 7.6 | -0.4 | 0.1 | -5 | -1.5 | 1.5 | 15 | -2 | 0 | -0.6
O=[N+]([O-])c1cc(Cl)ccc1Oc1ccc(-c2nnco2)cc1 | -1.9 | 4.2 | -1.2 | -1.0 | -4 | 0.5 | 2.1 | 2 | 1 | 2 | -1.1
Cc1ccc(S(=O)(=O)N(C)C)cc1NC(=O)c1c(-c2c(F)cccc2Cl)noc1C | -1.5 | -2.0 | -1.5 | 1.2 | 2 | 0.0 | 0.5 | -5 | 0 | -2 | 3.6
COc1ccccc1NS(=O)(=O)c1ccc(Cl)c(NC(=O)c2sc3cc(Cl)ccc3c2Cl)c1 | -1.0 | -2.0 | -0.3 | 0.0 | -1 | -0.1 | 0.7 | 3 | 1 | -6 | -0.5
COc1ccc2cc(/C=N/O)c(Cl)nc2c1 | -1.9 | 3.4 | -1.3 | -0.9 | 0 | -0.1 | 1.5 | -140 | 3 | -50 | 0.4
CCCn1c(SCC(=O)Nc2c(C)cccc2CC)nnc1C(C)C | -1.9 | -1.0 | -0.7 | -0.6 | 0 | -0.1 | -1.1 | -2 | 2 | -5 | -0.8
CCN(CC)c1ccc(NS(=O)(=O)c2ccc(OC)cc2)cc1 | -0.4 | -2.8 | 2.0 | -0.6 | -2 | -0.3 | 1.5 | -1 | -3 | -4 | -0.3
O=C1CSC(c2cccnc2)N1c1ccc(Cl)cc1 (centres undefined) | -1.0 | -1.4 | -0.3 | -1.3 | 0 | -1.4 | 1.9 | -2 | 1 | -3 | 0.2
O=C(Nc1cccc(C(F)(F)F)c1)c1ccccc1NC(=O)C1CCCCC1 | -0.7 | -1.7 | -3.0 | 3.7 | 0 | 0.2 | 1.4 | 3 | -4 | -3 | 3.2
CCCNC(=O)NC(=O)CSc1nc(C)cs1 | -1.4 | -2.0 | -1.1 | -1.3 | 0 | -0.5 | 1.4 | 2 | -1 | -3 | -0.4
Cc1cc(OCCN2CCOCC2)ccc1Cl | -0.1 | 12* | 0.8 | 4.7 | 4 | -0.2 | 4.0 | -6 | 4 | -4 | 2.2
COc1ccc(CN2CCNC(=O)C2CC(=O)NC2CCCCCCC2)cc1OC (centres undefined) | -0.9 | 0.0 | -0.2 | 0.3 | 6 | 0.1 | 2.8 | 3 | 3 | -4 | 0.4
O=C(NC1CCCCN(Cc2ccc(Cl)cc2)C1=O)c1ccc2ccccc2c1 (centres undefined) | -0.8 | 5.1 | . | -3.4 | 1 | 1.3 | . | 14 | -2 | 4 | .
Cc1ccc2cccc(N=Cc3c(C)[nH]n(-c4ccccc4)c3=O)c2n1 | -0.5 | -2.4 | -0.7 | 1.6 | 14* | -1.2 | -0.3 | 14 | 5 | 1 | 1.4
CC(=O)CN1Cc2ccccc2/C1=N\C(=O)Nc1ccccc1 | 0.0 | 7.3 | -1.9 | 4.5 | 8 | 1.5 | 2.5 | -5 | 4 | -6 | 0.1

New compounds follow
SMILES | ssDAF-12 act | hgDAF12 agonist | PG9 Ab binder | hcDAF-12 act | SMARCA2 act | DAX1 inh-1 | FXN GAA850 act | ADAM10 inh | NPR1 activator | ADAM17 inh | DAX1 inh-2
COC(=O)C1(C)COP(=O)(Nc2ccc(OC)cc2)OC1 (centres undefined) | -0.2 | 5.2 | -0.9 | 0.0 | -5 | -0.4 | . | -12 | 2 | -7 | .
CN(CC(=O)Nc1ccc(OC(F)(F)F)cc1)S(=O)(=O)c1cnc[nH]1 | -0.2 | 2.8 | -1.8 | 1.9 | 4 | 1.5 | 1.9 | 4 | -1 | -5 | 0.4
O=C(Nc1ccc(S(=O)(=O)N2CCCCC2)cc1)c1ccccc1F | -0.8 | -1.3 | -0.2 | -3.6 | -3 | -0.3 | 0.9 | -5 | 0 | 0 | -2.0
C#CCOCCOCCOCCNc1nc(N2CCN(C(=O)[C@H](CCCCN)n3cc(CN)nn3)CC2)nc(N2CCN(C(=O)[C@H](CCC(=O)O)n3cc([C@@H](N)CCSC)nn3)CC2)n1 | -1.6 | -2.1 | -0.2 | 0.1 | -2 | 0.9 | 1.8 | -4 | 3 | -3 | 1.2
O=C(Nc1ccc2c(c1)CCCN2C(=O)c1cccs1)c1ccccc1 | -2.1 | 0.7 | -0.7 | -2.5 | 1 | -1.2 | -0.8 | 2 | 5 | -1 | -1.1
Cc1ccsc1CN1CC(=O)N(c2c(C)cccc2C)C1=S | -1.2 | 0.9 | 0.0 | 0.0 | 0 | -0.9 | -0.3 | -1 | 0 | -1 | 0.2
O=C(NC(=S)N(Cc1ccccc1)Cc1ccccc1)C1CCCCC1 | -1.1 | 1.7 | -1.2 | -1.7 | 3 | -0.2 | 1.1 | 0 | -5 | 0 | -0.1
COC1=C/C(=C/c2c(N)n3nc(-c4ccc(C)cc4)sc3nc2=O)C=CC1=O | 0.8 | 13* | -2.1 | 6.2* | 3 | 1.2 | 3.5 | -30 | -6 | -14 | -0.5
Cc1onc(-c2ccccc2Cl)c1C(=O)Nc1ccc(S(=O)(=O)N2CCCC2)cc1 | -1.4 | -1.3 | 1.1 | 0.1 | 2 | -0.6 | -1.9 | 10 | 2 | 1 | 0.2
O=C(Nc1nc2cc3c(cc2s1)OCCO3)c1cccc(N2C(=O)CCC2=O)c1 | -0.7 | 1.6 | 0.5 | 0.6 | 3 | 0.1 | -1.9 | -2 | 6 | 0 | 3.2
Cc1ccc(C(=O)OCc2nc3ccsc3c(=O)[nH]2)o1 | 0.2 | 0.5 | 2.0 | 0.6 | 0 | 0.6 | 4.1 | -8 | 1 | -3 | 0.4
COc1ccc(Nc2nnc(-c3ccc(C(=O)NCCO)cc3)c3ccccc23)cc1 | -1.0 | -0.4 | -2.6 | -1.2 | -1 | 0.0 | 0.7 | -1 | 1 | -2 | 0.2
CCc1nnc(NC(=O)CSc2nc3c(c(=O)n2CC)SC(C)C3)s1 (centres undefined) | -0.9 | 2.8 | -1.6 | -0.5 | 1 | 0.1 | -0.2 | 1 | -3 | 0 | -1.0
O=C(NCc1ccccn1)C1CCN(C(=O)c2cc3sccc3n2Cc2ccc(F)cc2)CC1 | -1.7 | -4.6 | -2.0 | -1.5 | 0 | 0.0 | -1.2 | 0 | -3 | -2 | 0.4
COc1ccc2[nH]c(C)c(CN3CCC(C)CC3)c(=O)c2c1 | -2.2 | -1.5 | 0.0 | -1.6 | 1 | 0.1 | -0.2 | -81 | 6 | -40 | 0.9
O=C(N/N=C/c1ccco1)c1cc(-c2ccccc2)nc2ccccc12 | 0.0 | 0.8 | -1.7 | 3.4 | -3 | -0.3 | 2.0 | -1 | -4 | -1 | -0.3
COc1ccc(N(C(=O)CNC(=O)c2ccco2)C(C(=O)NCC2CCCO2)c2ccccc2)c(OC)c1 (centres undefined) | -0.6 | 2.3 | -1.5 | 1.1 | -3 | 0.1 | 0.2 | 4 | -1 | 6 | -1.2
COC(=O)/C(=C\c1c(OC)cc(OC)cc1OC)C(=O)c1ccc2c(c1)OCO2 | -1.7 | -0.6 | -0.3 | -1.5 | 1 | -0.2 | 1.6 | 0 | -2 | 0 | 1.1
CN(C)c1ccc(/C=C(/C(=O)c2ccc(Cl)cc2Cl)n2cncn2)cc1 | -1.5 | -2.8 | -2.3 | -2.2 | -4 | -0.7 | -1.6 | 9 | -1 | 5 | -0.2
COc1ccc(CSc2n[nH]c(=O)[nH]c2=O)cc1 | -0.8 | 0.1 | -0.3 | 1.0 | 0 | 1.1 | 0.1 | -4 | -5 | -4 | 1.4
CCOC(=O)c1cc(C(C)C)sc1NC(=O)COC(=O)c1nccnc1N | -0.5 | 0.7 | -0.9 | -0.9 | -1 | 1.2 | 2.0 | -388 | 4 | -123 | 0.2
CSc1nnc(CSCc2ccc(Cl)cc2Cl)n1-c1ccccc1 | -1.8 | -4.0 | -0.2 | -1.8 | 1 | -1.2 | 2.1 | 23* | -26 | 5 | 1.0
O=C(N/N=C/c1ccc2c(c1)OCO2)c1ccc(NS(=O)(=O)c2cccs2)cc1 | -1.5 | -0.1 | 0.7 | 1.1 | -1 | -0.6 | 3.4 | -19 | -2 | -11 | 1.2
CCN1CCN(S(=O)(=O)c2ccc(Cl)c(C(=O)NC3CC3)c2)CC1 | -1.6 | -0.4 | 0.3 | -1.8 | -3 | 0.9 | -1.4 | -18 | 2 | -1 | 0.5
O=C(CN1C(=O)NC2(CCCCCC2)C1=O)Nc1ccc(Cl)c([N+](=O)[O-])c1 | 0.1 | 0.4 | 1.3 | 2.0 | -4 | -1.9 | 1.0 | -11 | 2 | 3 | -1.0

Another view of some results above:
Value order: ssDAF-12 act	hgDAF12 agonist	PG9 Ab binder	hcDAF-12 act	SMARCA2 act	DAX1 inh-1	FXN GAA850 act	ADAM10 inh	NPR1 activator	ADAM17 inh	DAX1 inh-2
> Cc1ccc(C(=O)OCc2nc3ccsc3c(=O)[nH]2)o1
→ 0.2	0.5	2.0	0.6	0	0.6	4.1	-8	1	-3	0.4
> COc1ccc(Nc2nnc(-c3ccc(C(=O)NCCO)cc3)c3ccccc23)cc1
→ -1.0	-0.4	-2.6	-1.2	-1	0.0	0.7	-1	1	-2	0.2
